Bioassay records from PubChem.
FAS-TE inh: blocks the thioesterase domain of human fatty acid synthase; recombinant FAS-TE, OMFH fluorogenic substrate, fluorescence endpoint; inhibition, % at 15 µM; actives 0.67% (n = 360,000); AID 602261;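 active = compounds whose normalised, plate-corrected inhibition of enzyme fluorescence in the single-dose primary screen is 50% or more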;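 also: 0% = DMSO with enzyme and 100% = substrate without enzyme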
Target sequence (P49327 whole entry, looked up, the tested form may be a part): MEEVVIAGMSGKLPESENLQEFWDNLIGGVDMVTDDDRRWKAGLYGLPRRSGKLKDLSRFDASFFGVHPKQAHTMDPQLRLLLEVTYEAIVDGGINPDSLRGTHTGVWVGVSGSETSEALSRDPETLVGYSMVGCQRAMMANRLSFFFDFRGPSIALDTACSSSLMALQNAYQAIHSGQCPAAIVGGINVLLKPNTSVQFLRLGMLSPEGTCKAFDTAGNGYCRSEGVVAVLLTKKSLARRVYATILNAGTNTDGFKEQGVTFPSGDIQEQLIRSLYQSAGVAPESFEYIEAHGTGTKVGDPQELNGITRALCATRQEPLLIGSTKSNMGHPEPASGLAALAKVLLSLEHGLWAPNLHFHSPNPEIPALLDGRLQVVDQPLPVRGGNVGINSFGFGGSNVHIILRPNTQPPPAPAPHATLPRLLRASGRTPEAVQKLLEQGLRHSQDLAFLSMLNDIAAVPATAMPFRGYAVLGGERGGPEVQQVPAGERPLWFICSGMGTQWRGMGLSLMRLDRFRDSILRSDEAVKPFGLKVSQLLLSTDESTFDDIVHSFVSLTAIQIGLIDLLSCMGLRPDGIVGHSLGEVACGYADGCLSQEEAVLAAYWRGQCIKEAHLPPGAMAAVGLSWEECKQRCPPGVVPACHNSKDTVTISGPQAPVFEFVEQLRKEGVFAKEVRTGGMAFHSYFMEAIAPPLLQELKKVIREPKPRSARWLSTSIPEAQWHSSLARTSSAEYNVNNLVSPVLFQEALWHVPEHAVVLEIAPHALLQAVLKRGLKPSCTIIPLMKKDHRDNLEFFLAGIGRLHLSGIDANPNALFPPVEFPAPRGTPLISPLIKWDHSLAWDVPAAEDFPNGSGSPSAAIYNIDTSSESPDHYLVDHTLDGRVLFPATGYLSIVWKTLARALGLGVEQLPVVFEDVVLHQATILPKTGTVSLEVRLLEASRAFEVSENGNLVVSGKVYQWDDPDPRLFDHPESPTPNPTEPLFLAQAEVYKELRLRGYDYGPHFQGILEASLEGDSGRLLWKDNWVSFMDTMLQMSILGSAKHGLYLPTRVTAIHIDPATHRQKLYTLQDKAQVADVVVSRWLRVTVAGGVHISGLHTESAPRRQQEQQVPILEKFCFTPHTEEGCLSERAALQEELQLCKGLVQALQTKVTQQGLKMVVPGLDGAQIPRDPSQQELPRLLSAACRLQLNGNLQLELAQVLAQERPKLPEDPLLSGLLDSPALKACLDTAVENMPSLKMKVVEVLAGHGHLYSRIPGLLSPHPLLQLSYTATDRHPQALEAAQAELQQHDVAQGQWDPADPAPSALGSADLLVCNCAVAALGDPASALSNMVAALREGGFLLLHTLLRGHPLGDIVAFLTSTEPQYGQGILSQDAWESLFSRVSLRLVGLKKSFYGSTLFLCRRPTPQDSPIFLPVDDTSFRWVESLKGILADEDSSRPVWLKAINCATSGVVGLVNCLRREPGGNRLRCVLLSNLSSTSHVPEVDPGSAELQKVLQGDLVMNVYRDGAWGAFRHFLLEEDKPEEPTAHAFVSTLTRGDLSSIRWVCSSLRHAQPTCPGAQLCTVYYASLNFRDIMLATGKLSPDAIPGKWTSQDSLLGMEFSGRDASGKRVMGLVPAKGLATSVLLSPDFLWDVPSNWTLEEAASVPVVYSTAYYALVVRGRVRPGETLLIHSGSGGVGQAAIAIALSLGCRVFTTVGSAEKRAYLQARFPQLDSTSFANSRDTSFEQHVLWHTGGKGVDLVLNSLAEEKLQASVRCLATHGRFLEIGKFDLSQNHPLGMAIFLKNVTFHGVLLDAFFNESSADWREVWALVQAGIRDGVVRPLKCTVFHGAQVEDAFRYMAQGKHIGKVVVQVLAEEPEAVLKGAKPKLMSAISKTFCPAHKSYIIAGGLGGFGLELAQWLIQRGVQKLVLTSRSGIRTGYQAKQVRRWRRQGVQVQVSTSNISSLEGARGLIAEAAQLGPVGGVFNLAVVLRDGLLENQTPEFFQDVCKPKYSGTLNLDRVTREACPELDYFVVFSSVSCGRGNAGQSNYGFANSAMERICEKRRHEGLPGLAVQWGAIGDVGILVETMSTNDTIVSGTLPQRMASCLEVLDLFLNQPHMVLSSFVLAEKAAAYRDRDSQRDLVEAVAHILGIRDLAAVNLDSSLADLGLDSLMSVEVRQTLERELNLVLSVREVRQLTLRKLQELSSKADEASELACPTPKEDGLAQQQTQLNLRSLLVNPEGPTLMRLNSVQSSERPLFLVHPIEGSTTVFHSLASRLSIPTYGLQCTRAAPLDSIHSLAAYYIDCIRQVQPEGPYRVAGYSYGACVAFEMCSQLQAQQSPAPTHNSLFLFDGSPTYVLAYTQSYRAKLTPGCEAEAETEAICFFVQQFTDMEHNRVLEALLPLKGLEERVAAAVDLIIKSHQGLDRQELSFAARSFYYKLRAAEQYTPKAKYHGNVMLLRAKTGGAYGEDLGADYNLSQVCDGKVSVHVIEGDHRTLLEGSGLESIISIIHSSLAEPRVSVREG
PABP1 MLLE inh: blocks PAM2 peptide binding to the PABP1 MLLE domain; P11940; GST-MLLE / FITC-PAM2 fluorescence polarization; inhibition, % at 20 µM; actives 0.36% (n = 360,000); in the data active = inhibition above about 35%, passing the limit was not always enough;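 also: plate controls were DMSO wells with GST-MLLE for no effect and wells lacking GST-MLLE protein for full effect; some results filed as inactive read as strong as hits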
SKN-1 block: inhibitors of C. elegans SKN-1 | C. elegans VP596 Pgst-4::GFP/RFP ratio, acrylamide-induced, 24 h | inhibition, % at 21.8 µM | actives 0.49% (n = 360,000) | AID 624304;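 active = interference check ratio from 0.5 to 1.5 plus GFP to RFP signal ratio inhibition reaching or exceeding a fixed threshold, cut at about 30% in these data, passing the limit was not always enough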; also: some compounds called inactive have numbers as strong as hits
eLon inh: inhibits E. coli Lon protease | actives 0.42% (n = 360,000) | purified E. coli Lon protease, fluorescence polarization | inhibition, % at 7.94 µM | AID 602123 | P0A9M0; in the data active = inhibition above about 13%, passing the limit was not always enough;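 also: 0% = enzyme with probe and DMSO and 100% = no enzyme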
MT1-MMP act inh: blocks activation of human MT1-MMP | actives 0.061% (n = 360,000) | GFP/RFP ratio change, % at 20 µM | HT1080 RFP-PRO-GFP cells, GFP/RFP ratio fluorescence, overnight; percent of plate control window, DMSO zero | P50281;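 active = GFP/RFP ratio change of at least 30% with cell ATP level not reduced by more than half and red fluorescence within 50% of control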; also: strong numbers were not always called active
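Assay system – RFP-PRO-GFP reporter HT1080 cells · Compound dosing – single dose of 20 µM compound, 1% DMSO final · Incubation – overnight compound exposure at 37 °C · Measure – GFP/RFP fluorescence ratio · Benchmarks – DMSO wells and RFP-L50D-GFP cells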
MsrA inh: inhibits bovine methionine sulfoxide reductase A | purified bovine MsrA, absorbance read-out | inhibition, % at 15.5 µM | actives 0.75% (n = 360,000); in the data active = inhibition above about 4.5%;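 also: 0% = vehicle wells with enzyme and 100% = reference inhibitor wells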
bovine MsrA act: bovine methionine sulfoxide reductase A activation | purified bovine MsrA, absorbance read-out | activation, % at 10.6 µM | actives 0.3% (n = 360,000) | AID 602163; in the data active = activation above about 7.5%;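 also: 0% = vehicle and 100% = reference activator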
CendR NRP1 mod: NRP-1/CendR interaction modulation; inhibition, % at 25 µM; FAM-RPARPAR peptide binding to NRP-1, fluorescence polarization; O14786; AID 602438; actives 0.85% (n = 360,000);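 active = inhibition or corrected inhibition above about 18%, plus a signal ratio from 0.5 to 1.5, limit read from the data, passing the limit was not always enough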; also: strong numbers were not always called active
Tb MetRS inh: Trypanosoma brucei MetRS inhibition | AID 624268 | inhibition, % at 11.9 µM | actives 0.4% (n = 360,000) | purified T. brucei MetRS, ATP depletion, Kinase-Glo luminescence;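 active = inhibition above a per-plate cutoff of the control wells' mean inhibition plus 3 SD, cut at about 5.5% in these data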;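 also: 0% = DMSO wells median and 100% = median of wells with control inhibitor compound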
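Dosing: 11.9 µM single point; system: parasite MetRS enzyme; technique: luminescence of leftover ATP; times: 15 min enzyme-compound preincubation, 2 h reaction, 10 min detection, 25 °C; replicates: each compound tested once; read-out basis: percent inhibition relative to median high and low control wells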
Active calls of the source: *.

For CC(=NCCc1c(C)[nH]c2ccc(C)cc12)C1=C(O)CC(c2ccccc2)CC1=O (stereo unspecified) the results were FAS-TE inh 23, PABP1 MLLE inh -11, SKN-1 block 7, eLon inh 3, MT1-MMP act inh -4, MsrA inh 0.8, bovine MsrA act -2, CendR NRP1 mod -3 and Tb MetRS inh 0.3.
For CCC(=O)Nc1nonc1-c1nc2ccccc2n1CCC(C)C the results were FAS-TE inh 10, PABP1 MLLE inh 0, SKN-1 block 15, eLon inh 1, MT1-MMP act inh -8, MsrA inh 0.7, bovine MsrA act -6, CendR NRP1 mod 3 and Tb MetRS inh -0.9.
Screening CN(Cc1ccccc1)C(=O)c1ccc2c(c1)OCO2 returned FAS-TE inh -7, PABP1 MLLE inh 12, SKN-1 block -12, eLon inh -4, MT1-MMP act inh -3, MsrA inh 1.6, bovine MsrA act -2, CendR NRP1 mod -3 and Tb MetRS inh -0.7.
For CCOc1ccccc1N1CCN(C(=O)c2ccc(S(=O)(=O)Nc3ccccc3)cc2)CC1 the results were FAS-TE inh 17, PABP1 MLLE inh 3, SKN-1 block 1, eLon inh -7, MT1-MMP act inh -1, MsrA inh 0.5, bovine MsrA act -2, CendR NRP1 mod -1 and Tb MetRS inh 0.6.
For O=C(N/N=C/c1ccc(Cl)c([N+](=O)[O-])c1)c1cc(-c2ccc3c4c(cccc24)CC3)n[nH]1 the results were FAS-TE inh 10, PABP1 MLLE inh -4, SKN-1 block 12, eLon inh 4, MT1-MMP act inh -12, MsrA inh -2.0, bovine MsrA act -3, CendR NRP1 mod 7 and Tb MetRS inh 0.3.
For Cc1c(C(=O)OCC[N+]2(C)CCCCC2)oc2ccccc12 the results were FAS-TE inh -12, PABP1 MLLE inh -103, SKN-1 block -3, eLon inh -9, MT1-MMP act inh -2, MsrA inh 2.1, bovine MsrA act -11, CendR NRP1 mod 48* and Tb MetRS inh -2.5.
Screening CCOc1ccccc1CN1CCC(O)CC1 returned FAS-TE inh -9, PABP1 MLLE inh -4, SKN-1 block 9, eLon inh -8, MT1-MMP act inh 3, MsrA inh -0.6, bovine MsrA act -8, CendR NRP1 mod 7 and Tb MetRS inh -0.4.
Screening Cc1ccc(S(=O)(=O)NC(=O)C2(C)CCN2C(=O)c2cccc(F)c2)cc1 (stereo unspecified) returned FAS-TE inh -5, PABP1 MLLE inh 4, SKN-1 block -6, eLon inh -3, MT1-MMP act inh 2, MsrA inh -0.8, bovine MsrA act -5, CendR NRP1 mod 3 and Tb MetRS inh -0.2.
N#CC(c1ccc([N+](=O)[O-])cc1)C(CC(=O)c1ccccc1)c1ccccc1 (stereo unspecified) was read as FAS-TE inh 30, PABP1 MLLE inh 0, SKN-1 block 12, eLon inh -2, MT1-MMP act inh 2, MsrA inh 0.9, bovine MsrA act -5, CendR NRP1 mod 28* and Tb MetRS inh -0.3.
`COC(=O)c1ccc(N2NC(=O)/C(=C/c3cc(OC)c(O)c(OC)c3)C2=O)cc1` gave FAS-TE inh -3, PABP1 MLLE inh -147, SKN-1 block -6, eLon inh -47, MT1-MMP act inh 0, MsrA inh 1.3, bovine MsrA act -3, CendR NRP1 mod -146 and Tb MetRS inh -0.2.
Screening C[C@H](CO)N1C[C@H](C)[C@@H](CN(C)Cc2ccc(-c3ccccc3)cc2)Oc2ncc(C#C[C@@H](C)O)cc2C1=O returned FAS-TE inh 2, PABP1 MLLE inh -6, SKN-1 block -7, eLon inh -3, MT1-MMP act inh 4, MsrA inh 1.0, bovine MsrA act -1, CendR NRP1 mod -12 and Tb MetRS inh 0.3.
CC(C)CCN1CCN(Cc2nc(-c3ccccc3)cs2)CC1CCO (stereo unspecified) was read as FAS-TE inh -2, PABP1 MLLE inh -14, SKN-1 block 4, eLon inh -3, MT1-MMP act inh 1, MsrA inh 2.2, bovine MsrA act 0, CendR NRP1 mod 4 and Tb MetRS inh 1.5.
Screening CS(=O)(=O)N(CC(=O)N/N=C/c1ccccn1)c1ccc(Oc2ccccc2)cc1 returned FAS-TE inh 2, PABP1 MLLE inh 2, SKN-1 block 5, eLon inh 4, MT1-MMP act inh -2, MsrA inh -1.8, bovine MsrA act -3, CendR NRP1 mod -5 and Tb MetRS inh -0.3.
Screening CC(C)N1C(=O)CCC1C(=O)O (stereo unspecified) returned FAS-TE inh -13, PABP1 MLLE inh 10, SKN-1 block -10, eLon inh -11, MT1-MMP act inh 2, MsrA inh -1.1, bovine MsrA act -1, CendR NRP1 mod 12 and Tb MetRS inh 0.7.
For O=C1N=c2ccccc2=C1c1sc(=S)n(NC(=O)c2ccccc2)c1O the results were FAS-TE inh -3, PABP1 MLLE inh 11, SKN-1 block 9, eLon inh 2, MT1-MMP act inh -1, MsrA inh -0.1, bovine MsrA act 4, CendR NRP1 mod -1 and Tb MetRS inh 0.2.

The closing 2 compounds of the part above lead into the next:
Screening CC(C)N1C(=O)CCC1C(=O)O (stereo unspecified) returned FAS-TE inh -13, PABP1 MLLE inh 10, SKN-1 block -10, eLon inh -11, MT1-MMP act inh 2, MsrA inh -1.1, bovine MsrA act -1, CendR NRP1 mod 12 and Tb MetRS inh 0.7.
For O=C1N=c2ccccc2=C1c1sc(=S)n(NC(=O)c2ccccc2)c1O the results were FAS-TE inh -3, PABP1 MLLE inh 11, SKN-1 block 9, eLon inh 2, MT1-MMP act inh -1, MsrA inh -0.1, bovine MsrA act 4, CendR NRP1 mod -1 and Tb MetRS inh 0.2.
Screening COc1ccccc1NCC(=O)NC(=O)NC1CCCCC1 returned FAS-TE inh 2, PABP1 MLLE inh 3, SKN-1 block 3, eLon inh -8, MT1-MMP act inh 3, MsrA inh -0.5, bovine MsrA act 1, CendR NRP1 mod -19 and Tb MetRS inh -0.3.
`CCN(CC)C(=O)Cn1cc(C(=O)C(=O)N2CCN(Cc3ccc4c(c3)OCO4)CC2)c2ccccc21` gave FAS-TE inh -4, PABP1 MLLE inh 4, SKN-1 block -5, eLon inh -16, MT1-MMP act inh -1, MsrA inh 0.4, bovine MsrA act -3, CendR NRP1 mod 21 and Tb MetRS inh 0.2.
`O=C(NCCC1=CCCCC1)c1cc(S(=O)(=O)N2CCOCC2)ccc1Cl` gave FAS-TE inh 2, PABP1 MLLE inh 15, SKN-1 block 2, eLon inh -1, MT1-MMP act inh 7, MsrA inh -0.6, bovine MsrA act -6, CendR NRP1 mod 4 and Tb MetRS inh -0.5.
`C=C(C)c1cccc(C(C)(C)NC(=O)NCc2ccc(OC)cc2)c1` gave FAS-TE inh -7, PABP1 MLLE inh -14, SKN-1 block 14, eLon inh 4, MT1-MMP act inh 3, MsrA inh -0.2, bovine MsrA act -1, CendR NRP1 mod 1 and Tb MetRS inh -0.7.
Screening COc1cc(OC)cc(C(=O)NCC(=O)OCc2csc(-c3ccccc3)n2)c1 returned FAS-TE inh 11, PABP1 MLLE inh -68, SKN-1 block 17, eLon inh 0, MT1-MMP act inh 7, MsrA inh -0.9, bovine MsrA act -3, CendR NRP1 mod 1 and Tb MetRS inh 0.0.
CC1CCCCC1NC(=O)CSc1nnc(C(F)(F)F)n1C (stereo unspecified) was read as FAS-TE inh -7, PABP1 MLLE inh 6, SKN-1 block 1, eLon inh -2, MT1-MMP act inh 3, MsrA inh -0.1, bovine MsrA act 2, CendR NRP1 mod -2 and Tb MetRS inh -0.3.
`O=C(CCNC(=O)c1ccc(Cl)cc1)NCC(c1ccco1)N1CCCCC1` (stereo unspecified) gave FAS-TE inh -9, PABP1 MLLE inh -1, SKN-1 block 4, eLon inh -1, MT1-MMP act inh -2, MsrA inh 0.1, bovine MsrA act -5, CendR NRP1 mod -16 and Tb MetRS inh -0.5.
O=S(=O)(NCc1ccc(F)cc1)c1cc(Br)ccc1Br was read as FAS-TE inh 21, PABP1 MLLE inh 9, SKN-1 block 13, eLon inh -8, MT1-MMP act inh 0, MsrA inh -0.3, bovine MsrA act -2, CendR NRP1 mod 2 and Tb MetRS inh -0.3.
`COc1ccc(C(=O)Cn2c(=O)oc3ccc(C)cc32)cc1` gave FAS-TE inh 6, PABP1 MLLE inh 1, SKN-1 block -17, eLon inh 4, MT1-MMP act inh 1, MsrA inh 1.0, bovine MsrA act -4, CendR NRP1 mod -1 and Tb MetRS inh -0.9.
`CCOC(=O)CSc1nccc(N(C)C)c1C#N` gave FAS-TE inh 6, PABP1 MLLE inh 4, SKN-1 block 6, eLon inh -3, MT1-MMP act inh 5, MsrA inh 1.4, bovine MsrA act -3, CendR NRP1 mod 25* and Tb MetRS inh -0.1.
Screening CC(C)Cn1c(N)c(C(=O)COC(=O)CCc2nc3ccccc3s2)c(=O)n(C)c1=O returned FAS-TE inh 8, PABP1 MLLE inh -14, SKN-1 block -3, eLon inh 5, MT1-MMP act inh -1, MsrA inh 1.1, bovine MsrA act -1, CendR NRP1 mod -3 and Tb MetRS inh -0.5.
`CCn1cc(CN2CCC(n3nccc3NC(=O)c3ccccc3C)CC2)c(C)n1` gave FAS-TE inh -5, PABP1 MLLE inh -2, SKN-1 block -3, eLon inh 45*, MT1-MMP act inh 4, MsrA inh 0.7, bovine MsrA act -4, CendR NRP1 mod 9 and Tb MetRS inh -0.8.
CCN(CCCNC(=O)CCC(=O)N1CCOc2ccccc21)Cc1ccccc1 was read as FAS-TE inh -6, PABP1 MLLE inh -7, SKN-1 block -12, eLon inh -8, MT1-MMP act inh 6, MsrA inh 0.2, bovine MsrA act -7, CendR NRP1 mod 2 and Tb MetRS inh -1.8.
`Nc1cccc(-n2nnnc2CN2CCOCC2)c1` gave FAS-TE inh -12, PABP1 MLLE inh -7, SKN-1 block 1, eLon inh 3, MT1-MMP act inh 6, MsrA inh -1.1, bovine MsrA act -3, CendR NRP1 mod -5 and Tb MetRS inh 0.0.
`CCC(C)NS(=O)(=O)c1ccc(NS(=O)(=O)c2ccc(F)cc2)cc1` (stereo unspecified) gave FAS-TE inh -2, PABP1 MLLE inh -9, SKN-1 block 3, eLon inh -4, MT1-MMP act inh 2, MsrA inh 0.3, bovine MsrA act -11, CendR NRP1 mod 1 and Tb MetRS inh -0.8.
CN(C(=O)c1cccc(Nc2ccc(-c3ccc4c(c3)OCCO4)nn2)c1)C1CCCCC1 was read as FAS-TE inh 21, PABP1 MLLE inh -3, SKN-1 block 2, eLon inh 4, MT1-MMP act inh 0, MsrA inh 2.0, bovine MsrA act 2, CendR NRP1 mod -15 and Tb MetRS inh -0.7.
`CCOc1ccc(C(=O)CC(C(=O)O)N2CCCCC2)cc1` (stereo unspecified) gave FAS-TE inh -9, PABP1 MLLE inh 32, SKN-1 block -5, eLon inh 7, MT1-MMP act inh -2, bovine MsrA act -4, CendR NRP1 mod -1 and Tb MetRS inh -0.1.
`CC(=O)N(C1CC(C)C(C#N)(C#N)C1(C#N)C#N)N(C)C` (stereo unspecified) gave FAS-TE inh 54*, PABP1 MLLE inh 26, SKN-1 block -12, eLon inh 2, MT1-MMP act inh -2, MsrA inh -0.7, bovine MsrA act -8, CendR NRP1 mod 2 and Tb MetRS inh -0.8.
Screening CC(=O)c1cccc(NC(=O)CNC(=O)c2sc3ccccc3c2Cl)c1 returned FAS-TE inh -8, PABP1 MLLE inh -35, SKN-1 block -13, eLon inh -6, MT1-MMP act inh -2, MsrA inh -0.4, bovine MsrA act -7, CendR NRP1 mod -60 and Tb MetRS inh -0.4.
